Bioassay records (PubChem BioAssay)
C2C12 statin: protects C2C12 myotubes from simvastatin toxicity; ATP luminescence, 48 h; scaled: DMSO 0, geranylgeraniol control 100; rescue of ATP level, % at 7.49 µM; 330,000 tested, 0.78% active;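 active means mean ATP rescue above about 67%, or every replicate alone reaching that limit, limit read from the data, passing the limit was not always enough; inconclusive means no clear call, values can overlap the other calls; inactive means mean under the limit and some replicate under it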;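 further: myotubes were challenged with 10 µM simvastatin during compound exposure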
PglD DTNB: inhibitors of Campylobacter jejuni PglD acetyltransferase; 360,000 tested, 0.098% active; purified PglD enzyme, DTNB colorimetric CoA detection; AID 602405; inhibition, % at 12.5 µM; in the data active means inhibition above about 16%, passing the limit was not always enough; inconclusive means no clear call, values can overlap the other calls; further: strong numbers were not always called active
SIRT5 block: inhibitors of human sirtuin-5 desuccinylase | inhibition, % at 15 µM | Purified SirT5, succinyl-peptide AMC, trypsin-coupled fluorescence | Q9NXA8 | 330,000 tested, 1.1% active; in the data active means inhibition above about 15%; inconclusive means no clear call, values can overlap the other calls
Target sequence (Q9NXA8 whole entry, looked up): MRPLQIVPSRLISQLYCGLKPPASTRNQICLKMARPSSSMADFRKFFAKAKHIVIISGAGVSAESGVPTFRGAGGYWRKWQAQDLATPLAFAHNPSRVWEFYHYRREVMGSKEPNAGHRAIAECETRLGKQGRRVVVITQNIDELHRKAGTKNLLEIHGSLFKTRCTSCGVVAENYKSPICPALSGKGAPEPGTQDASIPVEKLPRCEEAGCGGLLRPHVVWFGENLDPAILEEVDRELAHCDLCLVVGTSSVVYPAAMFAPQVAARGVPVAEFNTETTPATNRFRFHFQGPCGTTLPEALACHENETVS
E-selectin induc: induces E-selectin expression in human endothelial cells; P16581; HUVEC E-selectin immunofluorescence imaging; normalized: neutral wells 0, TNF-alpha wells 100; activation, % at 7.58 µM; 260,000 tested, 0.37% active;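 active means mean E-selectin-positive cell signal at least 10% of the positive control, reached in at least 60% of replicates, without over 20% cell loss; inconclusive means no rule given, readout overlaps actives, possibly toxicity-flagged; inactive means the rest, including those meeting only one limit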;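 further: in these data hits start at about 27%; measured in HUVEC primary endothelial cells; signal is the percent of cells scored E-selectin positive by PE staining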
Target sequence (P16581 whole entry, looked up): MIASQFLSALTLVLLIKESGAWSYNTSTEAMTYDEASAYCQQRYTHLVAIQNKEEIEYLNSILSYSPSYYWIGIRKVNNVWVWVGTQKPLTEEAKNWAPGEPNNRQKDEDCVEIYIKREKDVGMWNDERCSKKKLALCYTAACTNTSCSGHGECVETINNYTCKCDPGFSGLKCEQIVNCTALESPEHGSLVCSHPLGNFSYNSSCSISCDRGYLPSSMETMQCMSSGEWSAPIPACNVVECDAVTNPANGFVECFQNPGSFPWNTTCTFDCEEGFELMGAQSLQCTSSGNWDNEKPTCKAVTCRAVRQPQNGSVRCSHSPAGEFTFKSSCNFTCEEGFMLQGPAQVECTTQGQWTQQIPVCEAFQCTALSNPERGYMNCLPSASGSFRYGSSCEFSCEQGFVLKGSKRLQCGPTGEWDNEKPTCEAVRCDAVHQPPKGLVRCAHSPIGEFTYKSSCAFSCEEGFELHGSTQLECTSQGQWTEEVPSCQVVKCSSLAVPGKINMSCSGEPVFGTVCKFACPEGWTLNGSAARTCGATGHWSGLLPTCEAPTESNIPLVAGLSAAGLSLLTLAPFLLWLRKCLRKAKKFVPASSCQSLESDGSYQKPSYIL
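material = human umbilical vein endothelial cells (HUVEC), E-selectin induction | quantity = 3,000 cells/well | medium = EGM-2 growth medium on 0.1% gelatin-coated wells | technique = immunofluorescence imaging | read-out basis = % PE-positive cells | control set = TNF-alpha positive control, DMSO neutral control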
S100A4 inh HTS: inhibitors of human S100A4 binding to myosin IIA peptide. P26447. S100A4/TAMRA-MyoIIA peptide fluorescence polarization. inhibition, % at 10.7 µM. 360,000 tested, 0.14% active;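 active means mean inhibition of at least 70% across replicates, with every replicate also reaching that level; inconclusive means mean inhibition reaches 70% but some replicates fall short; inactive means mean inhibition below 70%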
Target sequence (P26447 whole entry, looked up): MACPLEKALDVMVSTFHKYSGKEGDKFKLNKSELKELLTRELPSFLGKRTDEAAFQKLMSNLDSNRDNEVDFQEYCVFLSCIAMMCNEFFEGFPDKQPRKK
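Material: S100A4 monomer protein | Medium: HEPES pH 7.2 with CaCl2, KCl, NaCl, DTT, Triton | Reagent: Labelled myosin peptide probe, 5 nM | Doses: One dose per compound | Times: 5 min incubation before reading | Benchmarks: Neutral control DMSO, positive control TFP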
ERp5 inh: inhibitors of human ERp5; 350,000 tested, 0.05% active; inhibition, % at 9.99 µM; Q15084; ERp5 insulin aggregation, absorbance 650 nm, 90 min;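 active means mean replicate inhibition above about 25%, with every replicate also reaching it, limit read from the data, passing the limit was not always enough; inconclusive means only one of those two criteria met; inactive means neither criterion met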
DENV2 CPE rescue: inhibitors of DENV2 cytopathic effect; DENV2-infected cells, cytopathic effect rescue, plate reader; CPE inhibition, % at 9.99 µM; 350,000 tested, 1.7% active; AID 651640; in the data active means CPE inhibition above about 20%, passing the limit was not always enough; inconclusive means no clear call, values can overlap the other calls; tested in BHK-21 cells;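 further: 0% = median of neutral control wells and 100% = median of positive control wells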
Starred values were filed as active, the others as inactive; ? = inconclusive; / = no result given. A portion of the library; the hit share may differ from the screen's.

SMILES	C2C12 statin	PglD DTNB	SIRT5 block	E-selectin induc	S100A4 inh HTS	ERp5 inh	DENV2 CPE rescue
C[C@@H]1CN([C@H](C)CO)C(=O)Cc2cc(NS(=O)(=O)c3ccc(F)cc3)ccc2O[C@@H]1CN(C)C	12	2	-3	2.9	11	2	?
COc1ccc(NC(=O)CN2CCN(S(=O)(=O)N(C)C)CC2)cc1	2	-6	-5	-0.1	-4	3	10
CC(C)Cn1c(SCC(=O)Nc2ccc3[nH]c(=O)[nH]c3c2)nc2ccccc2c1=O	-10	5	-3	/	-5	11	-3
O=C1C=C(c2ccc(CO)cc2)C[C@@H](c2ccc3c(c2)OCO3)C1	3	3	/	-0.1	-6	7	?
CC1(C)Cc2nc3sc4c(N(CCO)CCO)ncnc4c3cc2CO1	-3	-7	-7	/	-3	13	/
O=C1CCC(C(=O)N2CCC(CO)CC2)CN1Cc1ccc(Cl)cc1 (centres undefined)	0	1	0	-0.2	1	-1	10
COCCNc1nc2cc(-c3cccc(Cl)c3)sc2c(=O)n1C	-4	1	-5	0.7	-12	2	19
C[C@@H]1CN([C@@H](C)CO)C(=O)c2cc(NC(=O)C3CCCCC3)ccc2O[C@@H](C)CCCCO[C@@H]1CN(C)Cc1ccc(C(F)(F)F)cc1	/	0	/	-0.3	/	/	0
CC=Cc1ccc2n(c1=O)C[C@H]1[C@H](CO)[C@@H](C(=O)NCCc3cn(C)cn3)[C@@H]2N1C(=O)C1CCCC1 (mixture of isomers)	-16	0	-21	0.1	-19	5	9
O=S(=O)(NC(CO)Cc1ccccc1)c1cc(Cl)ccc1F (centres undefined)	6	0	9	0.3	-17	-7	-4
Cc1cccc(-n2cnc3cc(C(=O)NCCN4CCOCC4)ccc32)c1	-16	-2	2	0.0	-4	4	-4
Cc1noc(C)c1S(=O)(=O)N(C)C[C@@H]1Oc2c(NC(=O)C3CC3)cccc2C(=O)N([C@@H](C)CO)C[C@@H]1C	-29	0	3	-0.3	0	1	-8
CCN1[C@H](C(=O)NCc2ccc(F)cc2)[C@@H](CO)[C@@H]2Cn3c(ccc(-c4ccccc4OC)c3=O)[C@@H]21	17	2	-3	-0.2	-3	-4	-1
COC(=O)Cc1c[nH]c2cccc(OCC(O)CN(Cc3ccc([N+](=O)[O-])cc3)C(C)(C)C)c12 (centres undefined)	12	-5	-4	/	5	2	/
C[C@@H]1CN([C@H](C)CO)C(=O)c2cc(NC(=O)Nc3ccccc3)ccc2O[C@@H](C)CCCCO[C@H]1CN(C)S(=O)(=O)c1ccc(Cl)cc1	/	-8	2	0.3	8	1	4
COCCCn1c(=O)c2sccc2n2c(CCCC(=O)NCc3cccc(OC)c3)nnc12	9	-4	1	/	-2	0	8
CSc1nc(N2CCN(c3ccccc3)CC2)cc(N2CCN(c3ccccc3)CC2)n1	1	-2	-1	/	-53	0	5
CO[C@H]1CN(C)C(=O)c2ccc(NC(=O)C3CC3)cc2OC[C@H](C)N(C(=O)CN(C)C)C[C@@H]1C	-7	-2	-1	0.0	29	-2	-2
CC(=O)c1ccc(N(CC(=O)NC2CCCCC2)C(=O)c2csnn2)cc1	-5	-2	-6	0.2	-2	-5	-6
Cc1c(F)cccc1NS(=O)(=O)c1ccc2c(c1)n(C)c(=O)c(=O)n2C	-1	-6	-5	/	-1	4	0
Cc1cc(C)c(C(=O)Nc2ccccc2)c(CC(C)(C)C(=O)O)c1	3	/	2	-0.1	-5	-2	1
O=C(NC1CCCCC1)N[C@@H]1CC[C@H](CCNS(=O)(=O)c2ccc(F)cc2)O[C@@H]1CO	11	-3	2	1.3	-1	5	-2
CC(=O)c1cccc(NC(=O)CN2CCN(Cc3ccccc3)CC2)c1	-5	-7	1	/	2	-8	1
COc1cc2c3c(c1OC)C(=O)CC3CCCC2 (centres undefined)	4	0	/	-0.1	-2	2	-3
COc1ccc(OC(=O)Nc2ccc([N+](=O)[O-])cc2OC)cc1	-10	0	-1	0.2	4	2	1
COc1cc2c(cc1OC)C(C)N(C(=O)C(NC(=O)c1ccccc1)C(C)C)CC2 (centres undefined)	19	2	-2	-0.1	0	1	6
COCC(=O)N(C)C[C@H]1N[C@@](C)(C(=O)OC)[C@H]2C(=O)N(C)C(=O)[C@@H]12	0	-3	11	0.0	2	0	3
CN(C)c1ccc(C(CNC(=O)c2ccc(-c3ccccc3)cc2)N2CCOCC2)cc1 (centres undefined)	-14	-1	-3	/	0	1	?
CCNC(=O)[C@H]1[C@H](CO)[C@H]2Cn3c(ccc(-c4ccc(F)cc4)c3=O)[C@@H]1N2C	-8	8	-1	-0.1	138*	-5	-2
Cc1c(Cl)c([N+](=O)[O-])nn1CCCC(=O)N1CCN(c2ccccc2)CC1	2	3	-1	/	-2	3	/
C[C@H]1CN([C@@H](C)CO)C(=O)c2cc(/C=C/c3ccccc3)cnc2O[C@H]1CN(C)C(=O)C1CCOCC1	-20	-3	-17	-0.1	6	-4	-4
COc1ccc(S(=O)(=O)N2CCCCC2)cc1NC(=O)CCc1nc2ccccc2c(=O)[nH]1	2	4	-1	/	-3	0	2
Cc1cc(C)nc(Nc2n[nH]c(-c3ccccc3C)n2)n1	/	/	-7	4.0	-1	-4	3
CO[C@H](C(=O)N(C)C[C@H]1OCc2ccccc2-c2ccccc2C(=O)N([C@@H](C)CO)C[C@H]1C)c1ccccc1	-3	4	-8	0.6	-56	-4	-1
CCCCc1nc2cc(C(=O)N3CCCC(COC)C3)ccc2o1 (centres undefined)	-7	5	4	/	-2	0	9
COC(=O)c1ccccc1NC(=O)CSc1nc(C)cc(C)n1	7	-3	-5	7.8	-4	0	4
CCOC(=O)c1ccccc1NC(=O)C1CC(=O)N(c2ccccc2)C1 (centres undefined)	-1	-9	-1	/	-2	3	2
Cc1ccc2c(c1)N(CC(=O)NCc1ccco1)C(=O)C(C(C)C)O2 (centres undefined)	0	-4	-5	-0.1	3	2	11
COc1ccc(CCNc2nc(C)nc3c2nnn3Cc2ccccc2)cc1	-25	-5	-5	-0.4	3	0	5
CCc1ccc(OC(C)C(=O)N(Cc2ccco2)C2CCS(=O)(=O)C2)cc1 (centres undefined)	-2	16	0	0.2	18	-5	0
CS(=O)(=O)N1[C@H](C#N)[C@@H](c2ccc(C#CC3CC3)cc2)[C@H]1CO	15	1	3	-0.1	0	9	-4
O=C(Nc1ccc(F)cc1)C(Sc1nc2ccccc2[nH]1)c1ccccc1 (centres undefined)	/	/	-2	-0.4	0	-4	1
CCOC(=O)N1CCN(C(=O)C(C)SCc2ccccc2)CC1 (centres undefined)	5	3	-1	/	2	2	0
COc1ccc(S(=O)(=O)N(C)C[C@@H]2Oc3c(NC(=O)c4nc5ccccc5s4)cccc3C(=O)N([C@H](C)CO)C[C@H]2C)cc1	/	-1	-2	0.9	5	-7	-10
O=C(O)c1ccc(CSc2nnc(-c3ccccc3)n2-c2ccccc2)cc1	/	/	-4	0.3	-5	-5	8
O=C(NCc1ccccn1)[C@H]1[C@H](CO)[C@H]2Cn3c(cccc3=O)[C@H]2N1CCc1ccccc1	16	-2	3	-0.2	-25	3	5
N#CCCn1cc(/C=N/O)c(-c2ccccc2)n1	19	-5	-1	/	-4	5	-7
Cc1c(C(=O)N2CCOCC2)oc2ccccc12	6	-1	16*	4.1	-2	1	1
COc1ccc(S(=O)(=O)Nc2ccc3c(c2)C(=O)N([C@@H](C)CO)C[C@H](C)[C@H](CN(C)C(=O)CCC(F)(F)F)OCCCC[C@@H](C)O3)cc1	/	-1	1	-0.3	-26	0	-5
Cc1cc(C)cc(C(=O)NC2CC(C)(C)NC(C)(C)C2)c1	1	-3	2	/	-5	2	7
CNC[C@H]1Oc2ccc(NC(=O)C3CC3)cc2C(=O)N([C@H](C)CO)C[C@@H]1C	25	-2	-1	0.5	10	-11	7
CC(C)CC#Cc1ccc2c(c1)O[C@H](CN(C)C(=O)c1ccccn1)[C@@H](C)CN([C@H](C)CO)S2(=O)=O	-16	1	2	0.3	-2	-2	-10
CCCCCC(=O)NC(=S)Nc1ccc(Cl)cn1	/	/	-2	2.8	-4	0	-2
Fc1ccc(C2=Nn3c(nnc3-c3ccco3)SC2)cc1	-1	3	-2	7.5	-2	1	7
COc1ccc(S(=O)(=O)N2CCN(C(=O)C3CC3)CC2)cc1	-8	10	-4	/	-2	5	3
CC(=O)Nc1ccc(/C=N/N2C(C)CCCC2C)cc1 (centres undefined)	/	/	-5	3.6	1	-3	15
O=C(c1sccc1Cl)N1CCN(Cc2ccc3c(c2)OCO3)CC1	3	-4	-17	0.0	-4	4	?
N#C[C@H]1[C@H](c2ccccc2)[C@H](CO)N1S(=O)(=O)c1ccc(-c2ccccc2)cc1	-1	-2	3	-0.8	-4	-3	3
Cc1ccc(C)c(N2CCN(C(=O)CCc3nc(-c4ccccc4)no3)CC2)c1	-6	-3	0	-0.1	-13	0	20*
C[C@H]1CN([C@@H](C)CO)C(=O)c2cccc(NS(=O)(=O)c3cccs3)c2O[C@H]1CN(C)C(=O)NC1CCCCC1	-19	2	0	-3.5	-2	-5	11
Other compounds follow.
SMILES	C2C12 statin	PglD DTNB	SIRT5 block	E-selectin induc	S100A4 inh HTS	ERp5 inh	DENV2 CPE rescue
Cc1[nH]c(-c2ccccn2)nc(=S)c1Cl	/	3	-4	-4.1	3	3	-3
C[C@H]1NS(=O)(=O)c2cc(Cl)ccc2O[C@@H]1c1ccccc1	0	4	1	-4.9	-6	0	0
C[C@@H]1CN([C@H](C)CO)S(=O)(=O)c2ccc(C#CCC3CCCC3)cc2O[C@@H]1CN(C)C(=O)c1cnccn1	14	0	-2	0.7	-16	-3	-14
COCC(=O)N1CC(=O)N2[C@@H](CO)[C@@H](c3ccc(Br)cc3)[C@@H]2C1	/	/	-4	0.1	4	1	29*
Cn1nc(C(=O)NCc2ccccc2CN2CCCC2)c2ccccc2c1=O	/	/	0	0.0	-4	-6	-3
COc1ccccc1NC(=O)Nc1ccc2c(c1)C(=O)N(C)C[C@H](OC)[C@@H](C)CN(C)[C@H](C)CO2	-5	-4	2	0.5	3	5	3
CCCN(C)C[C@H]1OCCCC[C@@H](C)Oc2ccc(NS(=O)(=O)c3cccs3)cc2C(=O)N([C@@H](C)CO)C[C@@H]1C	/	-1	-4	0.1	-27	4	6
COc1ccc(-c2cnn3c4c(c(C)nc23)CCN4C2CCCC2)cc1OC	14	-1	/	-0.3	/	/	/
Cc1cccc(NC(=O)CCC(=O)N/N=C/c2cccnc2)c1	3	-3	1	/	0	6	3
C[C@@H]1CN([C@@H](C)CO)C(=O)c2cc(NC(=O)Cc3ccccc3)ccc2O[C@@H]1CN(C)Cc1ccc(Oc2ccccc2)cc1	-63	-7	11	-0.5	-9	2	-2
CC(C)=C1SC(N2CCN(c3cccc(C)c3)CC2)=NC1=O	-20	-4	-1	/	-6	0	-2
